MrgX1 antag – antagonists of human MrgX1 receptor, primary screen, HEK293 cells, Fluo-4 calcium flux. B-score at 10 µM. AID 588676, 2011. Mas-related G-protein coupled receptor member X1 (Homo sapiens), Q96LB2. BAM8-22 antagonism; hits give low values. actives 1.3% (n = 310,000);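 active = calcium-response B-score plate-corrected more than 3 library SD below zero, starting fluorescence within 5 deviations, no agonist response on first addition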;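 note: peak minus trough fluorescence over baseline after final BAM8-22 challenge near maximal dose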
Target sequence (Q96LB2 whole entry, looked up): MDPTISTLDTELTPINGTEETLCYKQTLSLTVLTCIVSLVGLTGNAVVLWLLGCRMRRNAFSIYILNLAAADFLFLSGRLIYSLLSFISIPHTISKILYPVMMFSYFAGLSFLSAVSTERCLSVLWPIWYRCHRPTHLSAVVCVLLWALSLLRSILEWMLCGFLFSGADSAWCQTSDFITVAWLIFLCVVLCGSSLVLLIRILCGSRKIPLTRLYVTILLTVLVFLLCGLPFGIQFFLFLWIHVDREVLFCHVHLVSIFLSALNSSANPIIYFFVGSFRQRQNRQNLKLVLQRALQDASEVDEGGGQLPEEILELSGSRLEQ
HDAC3 inhib – HDAC3 deacetylase inhibitors, primary screen, biochemical, fluorescence, cell-free homogeneous. inhibition, % at 8.3 µM. AID 2718, 2010. actives 0.15% (n = 320,000). recombinant HDAC3, fluorogenic peptide/trypsin coupled; in the data active = inhibition above about 26%, passing the limit was not always enough; inconclusive = no clear call, values can overlap the other calls
Target sequence (O15379 whole entry, looked up): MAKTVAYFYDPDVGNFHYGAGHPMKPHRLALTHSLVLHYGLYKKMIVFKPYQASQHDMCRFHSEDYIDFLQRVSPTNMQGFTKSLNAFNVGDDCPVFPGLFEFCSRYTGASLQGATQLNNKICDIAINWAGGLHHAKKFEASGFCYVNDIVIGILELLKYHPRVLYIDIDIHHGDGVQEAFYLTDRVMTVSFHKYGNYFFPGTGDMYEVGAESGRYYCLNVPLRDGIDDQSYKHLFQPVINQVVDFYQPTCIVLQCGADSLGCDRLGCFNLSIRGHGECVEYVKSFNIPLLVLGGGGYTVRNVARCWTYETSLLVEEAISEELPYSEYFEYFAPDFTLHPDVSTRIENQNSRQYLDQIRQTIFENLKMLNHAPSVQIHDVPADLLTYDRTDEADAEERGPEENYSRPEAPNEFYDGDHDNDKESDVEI
RGS4 inh – RGS4 inhibitors, primary screen, cell-based, HEK293 M3R inducible RGS4, calcium flux; Regulator of G-protein signaling 4 (Homo sapiens), P49798; Fluo-4 calcium flux; hits give high values; triggered by carbachol at its EC20; B-score at 10 µM; actives 0.45% (n = 310,000); AID 463165, 2010;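 active = B-score, a plate-corrected calcium signal, over three deviations above library mean, with baseline fluorescence within five deviations of library mean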;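 note: RGS4 expression induced by doxycycline in cells with stable M3 receptor; B-score is computed from the integrated fluorescence ratio over baseline after carbachol; higher B-score means a larger calcium signal and so more RGS4 inhibition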
Target sequence (P49798 whole entry, looked up): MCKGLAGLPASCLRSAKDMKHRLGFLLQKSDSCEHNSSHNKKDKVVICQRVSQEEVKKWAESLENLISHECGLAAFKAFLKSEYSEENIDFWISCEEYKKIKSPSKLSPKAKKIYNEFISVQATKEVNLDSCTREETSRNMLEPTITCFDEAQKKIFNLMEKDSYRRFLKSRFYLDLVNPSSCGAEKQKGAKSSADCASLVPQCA
TRPC6 act – mouse TRPC6 channel activators, primary screen, cell-based, HEK293, membrane potential dye | Short transient receptor potential channel 6 (Mus musculus), Q61143 | HEK293-TRPC6 membrane potential dye fluorescence; hits give high values | B-score at 10 µM | actives 0.13% (n = 310,000) | AID 2550, 2010;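 active = B-score of the integrated fluorescence ratio above library mean plus 3 SD, and starting fluorescence ratio within library mean plus 5 SD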;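 note: higher score means more depolarization so channel activation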
TRPC6 inh – mouse TRPC6 channel inhibitors, primary screen, cell-based, HEK293, membrane potential dye; B-score at 10 µM; ACh-evoked depolarization; hits give low values; actives 1.1% (n = 310,000);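 active = B-score under library mean minus 3 SD, initial fluorescence not abnormally high, positive integrated signal ratio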;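 note: B-score derived from integrated fluorescence ratio over the kinetic read; more negative B-score means stronger inhibition of depolarization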
ANO1 activ – TMEM16A chloride channel activators or potentiators, primary screen, cell-based, HTS. B-score at 10 µM. actives 0.3% (n = 340,000). Anoctamin-1 (Mus musculus), Q8BHY3. HEK293 TMEM16A/YFP-H148Q/I152L, iodide quench fluorescence; hits give low values. AID 623877, 2012;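 active = fluorescence-ratio B-score plate-corrected deviation score at least 3 library SD below zero, with starting fluorescence score within 5 deviations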;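 note: channel opened by trigger with iodide after compound preincubation; score built on the fluorescence ratio of max minus min over baseline; more negative score means more quench and so TMEM16A activation or potentiation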
SKKanGAS inh – S. pyogenes SKKanGAS growth inhibitors in kanamycin, primary screen, streptokinase expression inhibitor project, SKKanGAS strain, BacTiter-Glo luminescence. AID 1662, 2009. 6 h. actives 1.3% (n = 300,000). inhibition, % at 7.5 µM;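 active = mean replicate score, as percent of positive control median, at least 50; inconclusive = mean below 50 but one replicate at or above 50; inactive = mean and every replicate below 50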;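 note: strain carries kanamycin resistance gene driven by streptokinase promoter and grows in 40 µg/ml kanamycin; loss of luminescence reflects streptokinase promoter inhibition or plain growth inhibition; 0% = median of DMSO wells and 100% = positive control at its reference dose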
RGS4 pot – RGS4 potentiators or activators, primary screen, cell-based, HEK293 M3R inducible RGS4, calcium flux. carbachol calcium flux Fluo4; hits give low values. actives 0.92% (n = 310,000). B-score at 10 µM;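 active = B-score of the integrated calcium signal more than 4 SD below the library mean, with starting fluorescence not abnormally high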;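 note: negative B-score means reduced calcium response which marks RGS4 activation or potentiation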
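Material: Inducible-RGS4 HEK293 cells carrying M3 receptor; also added: carbachol at ECmax as muscarinic agonist stimulus; incubation: compound preincubation 20 min at room temperature before agonist; signal: Fluo4-AM (2 µM) calcium-flux fluorescence, kinetic read; measure: integrated calcium ratio converted to B score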
TMEM16A inh – TMEM16A chloride channel inhibitors, primary screen, cell-based, HTS; actives 1.2% (n = 310,000); normalized B-score (activity score, 25-100; higher = stronger inhibition) at 10 µM; HEK293 TMEM16A/YFP iodide influx fluorescence, ionomycin;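 active = ratio plate-corrected score three or more library SD toward inhibition, starting fluorescence score within five deviations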;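 note: score derived from kinetic fluorescence span divided by baseline fluorescence per well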
MrgX1 allo act – positive allosteric modulators of MrgX1, primary screen, HEK293 cells, Fluo-4 calcium flux; Mas-related G-protein coupled receptor member X1 (Homo sapiens), Q96LB2; FDSS; hits give high values; B-score at 10 µM; actives 0.63% (n = 310,000); AID 588675, 2011;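 active = plate-corrected calcium response at least 3 library SD above typical, normal starting fluorescence, not activating the receptor alone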;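 note: compound read alongside a low EC10 to EC30 dose of BAM8-22 agonist; peak minus trough fluorescence over baseline measured at the second addition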
MrgX1 ag – agonists of human MrgX1 receptor, primary screen, HEK293 cells, Fluo-4 calcium flux. Mas-related G-protein coupled receptor member X1 (Homo sapiens), Q96LB2. Fluo-4 calcium fluorescence, agonist mode; hits give high values. B-score at 10 µM. actives 0.44% (n = 310,000). AID 588627, 2011;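 active = calcium response B-score plate-corrected fluorescence ratio at least 3 library SD, with starting fluorescence B-score inside 5 SD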
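Material: HEK293 cells stably expressing human MrgX1 receptor | Quantity: 15,000 cells per well | Times: Cells plated overnight, dye loaded 0.5 h 37 °C, 0.5 h room temperature | Measured by: Kinetic Fluo-4 NW fluorescence of intracellular calcium | Control set: Positive and negative controls per plate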
Numbers without * were called inactive; i = inactive; ? = inconclusive; · = no result given.

SMILES | MrgX1 antag | HDAC3 inhib | RGS4 inh | TRPC6 act | TRPC6 inh | ANO1 activ | SKKanGAS inh | RGS4 pot | TMEM16A inh | MrgX1 allo act | MrgX1 ag
C=C(C)CSc1nnc([C@@H](N)Cc2ccccc2)o1 | i | -6.9 | i | i | i | i | -7.2 | i | i | i | i
COc1ccc(-n2c(-c3ccccc3)nc3ccccc3c2=O)cc1 | i | · | i | i | i | i | · | i | i | i | i
COC(=O)[C@]12OC[C@]34C([C@@H](O)[C@@H]1O)[C@]1(C)CC(=O)C(O)=C(C)[C@@H]1C[C@H]3OC(=O)[C@H](O)[C@@H]24 (some centres undefined) | i | -6.9 | i | i | i | i | -1.2 | i | i | i | i
COc1ccc(C(C)=O)cc1CN1CC=C(c2ccccc2)CC1 | i | 4.1 | i | i | i | i | 2.6 | i | i | i | i
O=C(COc1ccc2ccccc2c1)N1CCN(Cc2c[nH]c3ccccc23)CC1 | i | 6.2 | i | i | i | i | 0.2 | i | i | i | i
Cc1cc(Cl)ccc1OCC(=O)O | i | -10.1 | i | i | i | i | 12.3 | i | i | i | i
Cc1cc2c(C(F)(F)F)cc(=O)oc2c2c1NCCC2 | i | 2.4 | i | i | i | i | -6.1 | i | i | i | i
N#CSCC(=O)N1c2ccccc2CCc2ccccc21 | i | -7.5 | i | i | i | i | -8.1 | i | i | 8.54* | i
CC/C(=N\NC(=O)c1ccccc1O)c1c(O)n(Cc2ccccc2)c(=O)[nH]c1=O | i | 0.7 | i | i | i | i | 22.7 | i | i | i | i
N#Cc1ccc(NC(=O)CN2C(=O)NC3(CCCC3)C2=O)cc1Cl | i | -3.0 | i | i | i | i | -6.9 | i | i | i | i
CCOC(=O)/C(CCCN(CC)CC)=N\O | i | 7.3 | i | i | i | i | 2.0 | i | i | i | i
O=C(NC1CN2CCC1CC2)c1ccc(-c2ccc([N+](=O)[O-])cc2)o1 (centres undefined) | i | 1.2 | i | i | i | i | -16.5 | i | i | i | i
CC1CCCN(C(=O)CCl)C1 (centres undefined) | i | 0.0 | i | i | i | i | -1.5 | i | i | i | i
CCSc1nnc([C@@H](N)Cc2ccccc2)o1 | i | 13.8 | i | i | i | i | 2.2 | i | i | i | i
CCN(CC)C(=O)COc1cc(C)cc2oc(=O)c3c(c12)CCCC3 | i | -22.1 | i | i | i | i | -0.2 | i | i | i | i
COc1cc(/C=C(/C)[N+](=O)[O-])ccc1OCc1ccccc1Cl | i | · | 31.3* | i | i | i | · | i | i | i | i
O=C(O)C1Cc2ccccc2N2CCCC12 (centres undefined) | i | -3.7 | i | i | i | i | -0.6 | i | i | i | i
Nc1c(C(=O)NCCCc2ccccc2)c2nc3ccccc3nc2n1Cc1cccs1 | i | -4.3 | i | i | i | i | -1.1 | i | i | i | i
COc1ccc(N2CC2c2ccncc2)cc1 (centres undefined) | i | -1.8 | i | i | i | i | 5.0 | i | i | i | i
NC1C2CN3CCN(C2)CC1(c1ccccc1)C3 (centres undefined) | i | 2.6 | i | i | i | i | -3.0 | i | i | i | i
CN(C)C(=O)Oc1ccc(OCc2nc3ccccc3[nH]2)cc1 | i | -6.7 | i | i | i | i | 21.9 | i | i | i | i
Nc1ccc2ccc3cccc[n+]3c2c1 | i | -2.5 | i | i | i | i | 4.0 | -7.59* | i | i | i
NC(=O)Nc1cccc(C(F)(F)F)c1 | i | 2.1 | i | i | i | i | -17.4 | i | i | i | i
CCOC(=O)c1ccccc1NC(=O)c1c(O)[nH]c(=S)[nH]c1=O | i | 7.1 | i | i | i | i | 18.7 | i | i | i | i
COc1ccc(CC(=O)N2CCN(C)CC2)cc1OC | i | 0.6 | i | i | i | i | -5.3 | i | i | i | i
(listing goes on)
SMILES | MrgX1 antag | HDAC3 inhib | RGS4 inh | TRPC6 act | TRPC6 inh | ANO1 activ | SKKanGAS inh | RGS4 pot | TMEM16A inh | MrgX1 allo act | MrgX1 ag
CN1CCN(Cc2ccccc2C(F)(F)F)CC1 | i | -2.9 | i | i | i | i | -13.7 | i | i | i | i
COc1ccc(NP(=O)(Oc2ccc(Cl)cc2)Oc2ccc(Cl)cc2)cc1OC | i | -1.7 | 11.6* | i | i | i | ? | i | i | i | i
C/C=C1/C[N+]2(C)CCC34C(=C(C=O)[C@H]1C[C@@H]32)Nc1ccccc14 (some centres undefined) | i | 10.0 | · | · | · | i | · | · | i | i | i
CCOCN(C(=O)CCl)c1c(C)cccc1CC | i | · | i | i | i | i | 5.1 | i | i | i | i
Cc1cccnc1-n1c(C)nc2ccccc2c1=O | i | -1.1 | i | i | i | i | 0.6 | i | i | i | i
COc1ccc(CCn2c(O)c(/C=N/N3CCOCC3)c(=O)[nH]c2=O)cc1OC | i | -0.9 | i | i | i | i | -2.0 | i | i | i | i
COC(=O)C1=C(c2ccc(S(C)(=O)=O)cc2)C[C@@H]2CC[C@H]1N2C(=O)N1CCCCC1 | i | -6.2 | i | i | i | i | 0.6 | i | i | i | i
NS(=O)(=O)c1ccc(N=Cc2c(O)n(C3CCCCC3)c(=O)n(C3CCCCC3)c2=O)cc1 | i | -9.0 | i | i | i | i | 50.6* | i | i | i | i
CNCC(O)c1cc(OCc2ccccc2)c(OCc2ccccc2)cc1F (centres undefined) | i | -2.7 | i | i | i | i | 11.7 | i | i | i | i
Cc1nc2ccccc2c(=O)n1-c1cc([N+](=O)[O-])cc([N+](=O)[O-])c1 | i | -0.3 | i | i | i | i | 12.1 | i | i | i | i
C/C(=N\N1CCCCCC1)c1c(O)n(C2CCCCC2)c(=O)[nH]c1=O | i | 4.7 | i | i | i | i | 6.4 | i | i | i | i
CC(C)Sc1nnc([C@@H](N)Cc2ccccc2)o1 | i | 1.2 | i | i | i | i | -2.4 | i | i | i | i
Cc1ccc(C(O)(c2ccc(C)c(C)c2)C2CN3CCC2CC3)cc1C (centres undefined) | i | 9.5 | i | i | i | i | 8.7 | i | i | i | i
Clc1ccc(Cn2ccnc2)cn1 | i | -0.9 | i | i | i | i | -3.8 | i | i | i | i
CC12CC[C@H]3[C@@H](CCC4(O)C[C@H](O)CCC34/C=N/NC(=O)c3ccccc3F)C1(O)CCC2C1=CC(=O)OC1 (some centres undefined) | i | 1.9 | i | i | i | i | 5.4 | i | i | i | i
O=C1CC(c2cccnc2)=NN1c1ccc(Cl)cc1Cl | i | 7.3 | i | i | i | i | 4.0 | i | i | i | i
COC(=O)c1ccc(N=C(c2ccccc2)c2c(O)n(C)c(=O)n(C)c2=O)cc1 | i | 1.7 | i | i | i | i | -1.3 | i | i | i | i
CN(C)CCN(CC1CCCN(Cc2ccccc2F)C1)C(=O)Cc1ccccc1F (centres undefined) | i | 0.9 | i | i | i | i | 0.5 | i | i | i | i
COc1ccc(NC(=O)N2CCC3(CC2)OCCO3)cc1 | i | 1.0 | i | i | i | i | 2.2 | i | i | i | i
COCCCn1c(N)c(C(=O)NCCC(C)C)c2nc3ccccc3nc21 | i | 1.8 | i | i | i | i | 13.6 | i | i | i | i
CN(C)C(=O)On1c(-c2ccccc2)nc2ccc(Cl)cc21 | i | -6.2 | i | i | i | i | -2.1 | i | i | i | i
CCCCn1c(N)c(C(=O)NCc2cccs2)c2nc3ccccc3nc21 | i | 3.1 | i | i | i | i | 37.6 | i | i | i | i
CN1CCN(c2ccc([N+](=O)[O-])c(NCC3CCCO3)c2)CC1 (centres undefined) | i | 5.0 | i | i | i | i | -10.4 | i | i | i | i
COc1ccccc1-n1c(-c2ccccc2F)nc2ccccc2c1=O | i | -2.2 | i | i | i | i | -2.7 | i | i | i | i
CCn1c(=N)n(Cc2ccccc2F)c2ccccc21 | i | -6.9 | i | i | i | i | 4.3 | i | i | i | i
(continued)
SMILES | MrgX1 antag | HDAC3 inhib | RGS4 inh | TRPC6 act | TRPC6 inh | ANO1 activ | SKKanGAS inh | RGS4 pot | TMEM16A inh | MrgX1 allo act | MrgX1 ag
COc1ccc(Nc2ncc(C(=O)N3CCC4(CC3)OCCO4)c3ccccc23)cc1 | i | -2.5 | · | · | · | i | -14.4 | · | i | i | i
O=C1COc2ccc(C(=O)COC(=O)Cc3ccccc3)cc2N1 | i | 10.2 | i | i | i | i | -5.3 | i | i | i | i
CN(C)c1ccc(/C=C/[N+](=O)[O-])cc1 | i | 3.8 | 19.2* | 18.8* | i | i | 2.9 | i | i | i | i
CC(NC1=NCCS1)c1ccccc1 (centres undefined) | i | 3.5 | i | i | i | i | -3.6 | i | i | i | i
O=C(COC(=O)c1cccc(O)c1)Nc1ccc(Cl)cc1C(=O)c1ccccc1 | i | -14.3 | i | i | i | i | 13.4 | i | i | i | i
Cc1ccc2c(c1)C(c1ccccc1)=NCC(=O)N2C | i | 0.6 | i | i | i | i | -1.2 | i | i | i | i
CC1CCN(C(=O)c2ccc(N3CC4CC(C3)c3cccc(=O)n3C4)c([N+](=O)[O-])c2)CC1 (centres undefined) | i | -3.1 | i | i | i | i | -3.6 | i | i | i | i
O=C1NC(=O)N(c2ccccc2)C(=O)/C1=C\c1ccc([N+](=O)[O-])s1 | i | 1.5 | i | i | i | i | -3.7 | i | i | i | i
CSc1ccc(CN2CCN(C(=O)COc3ccc(C)cc3)CC2)cc1 | i | ? | i | i | i | i | 0.5 | i | i | i | i
O=P(NC(c1ccccc1)c1ccccc1)(Oc1ccccc1)Oc1ccccc1 | i | 1.7 | i | i | i | i | -3.9 | i | i | i | i
COc1ccc2c(C)c(CCC(=O)N3C[C@H]4C[C@@H](C3)c3cccc(=O)n3C4)c(=O)oc2c1 | i | -42.9 | i | i | i | i | -0.1 | i | i | i | i
COC(=O)C(O)(c1ccc(N(C)C)cc1)C(F)(F)F (centres undefined) | i | -0.3 | i | i | i | i | 6.1 | i | i | i | i

Screening data as filed in PubChem BioAssay.

This is a subset. The share of hits here may be higher or lower than overall.
